iPSC survival up: enhancers of single-cell hiPSC survival, primary screen, ATPlite luminescence | 100% = ROCK inhibitor wells, 0% = DMSO | AID 602274, 2012 | survival enhancement, % at 20 µM | actives 0.044% (n = 360,000); in the data active = survival enhancement above about 18%;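 also: cells exposed to compounds for 16 hours before the ATP read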
aDG glyco act: activators of alpha-DG glycosylation, primary screen, uHTS, Pro5-aDG cells, AlphaScreen; actives 0.22% (n = 360,000); activation, % at 10 µM; AID 624168, 2012; alpha-DG glycosylation AlphaScreen (IIH6); 0% Pro5, 100% B10-LARGE cell signal;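 active = activation of at least 8% versus controls, or a plate z-score of at least 8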;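 also: Pro5 are CHO cells carrying HIG-tagged alpha-DG that lacks glycosylation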
PDI inh: inhibitors of human PDI, primary screen, biochemical, turbidity, single point, plate reader; PDI insulin aggregation turbidity, A650, 90 min; actives 0.052% (n = 350,000); inhibition, % at 10 µM;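 active = mean inhibition across replicates of 30% or more, whatever share of single replicates reach that level; inconclusive = mean inhibition below 30% while every single replicate reaches 30%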;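 also: absorbance from insulin aggregation driven by PDI reduction with DTT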
Target sequence (P07237 whole entry, looked up): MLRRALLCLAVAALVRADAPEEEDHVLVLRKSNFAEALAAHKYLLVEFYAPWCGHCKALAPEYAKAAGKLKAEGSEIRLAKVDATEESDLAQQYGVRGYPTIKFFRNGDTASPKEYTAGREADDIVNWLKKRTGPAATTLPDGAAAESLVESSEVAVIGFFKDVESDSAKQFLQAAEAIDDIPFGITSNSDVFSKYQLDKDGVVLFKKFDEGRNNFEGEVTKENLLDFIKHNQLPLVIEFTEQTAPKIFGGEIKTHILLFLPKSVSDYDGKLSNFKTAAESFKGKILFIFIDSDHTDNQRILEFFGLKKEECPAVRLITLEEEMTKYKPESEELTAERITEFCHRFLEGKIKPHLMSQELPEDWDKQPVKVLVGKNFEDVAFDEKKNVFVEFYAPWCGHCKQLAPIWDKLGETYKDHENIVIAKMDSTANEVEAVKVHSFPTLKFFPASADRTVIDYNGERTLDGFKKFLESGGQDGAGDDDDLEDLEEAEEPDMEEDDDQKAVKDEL
Exocytosis inh: LAMP-1 surface exposure blockers, TALL-104 cells – cell-based, flow cytometry, MLPCN library, primary screen; TALL-104 LAMP-1 surface exposure; cells stimulated with thapsigargin and PMA; inhibition, % at 10 µM; actives 0.66% (n = 360,000);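 active = inhibition above about 55%, limit read from the data; inconclusive = no clear call, values can overlap the other calls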
TRPM1 prom inh: inhibitors of MITF-dependent TRPM1 promoter reporter, primary screen, cell-based, SK-MEL-5, single point, luciferase; SK-MEL-5 TRPM1 promoter luciferase, 24 h; inhibition, % at 12.5 µM; actives 0.83% (n = 330,000); AID 488899, 2010;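 active = mean inhibition across replicates of 60% or more, whatever share of single replicates reaches that level; inconclusive = some that reach 60%, reason not given; inactive = mean inhibition across replicates below 60%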; also: values of inactives mirror those of a sister screen read the other way
NR2E3 ag-1: NR2E3 agonists in two-hybrid cells, primary screen, cell-based, luminescence, CHO-S, Gal4-NCOR/VP16-NR2E3. inhibition of corepressor binding, % at 3.98 µM. actives 0.35% (n = 360,000). AID 602229, 2012. Photoreceptor-specific nuclear receptor (Homo sapiens), Q9Y5X4. luciferase;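 active = inhibition above the mean of all tested compounds plus 3 SD, cut at about 70% in these data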;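 also: 0% = DMSO with NR2E3 transfected cells and 100% = cells lacking NR2E3 construct; higher means lower luciferase signal from less NR2E3 corepressor binding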
Target sequence (Q9Y5X4 whole entry, looked up, the tested form may be a part): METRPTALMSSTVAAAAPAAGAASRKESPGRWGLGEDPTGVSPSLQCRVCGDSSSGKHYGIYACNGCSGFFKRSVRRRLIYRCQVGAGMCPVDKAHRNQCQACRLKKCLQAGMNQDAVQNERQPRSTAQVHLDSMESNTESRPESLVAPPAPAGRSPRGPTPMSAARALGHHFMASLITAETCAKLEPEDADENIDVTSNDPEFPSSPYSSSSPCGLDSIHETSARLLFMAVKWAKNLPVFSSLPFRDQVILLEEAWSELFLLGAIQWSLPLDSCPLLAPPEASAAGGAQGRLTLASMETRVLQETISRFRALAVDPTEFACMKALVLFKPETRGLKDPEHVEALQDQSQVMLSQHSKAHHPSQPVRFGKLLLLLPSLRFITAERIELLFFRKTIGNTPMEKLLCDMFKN
CaV13 FRET inh: Disruptors of the CACNA1D IQ motif to Ca2+-dependent inactivation inhibitor domain association, primary screening, Förster resonance energy transfer in intact living …; inhibition, % at 12.3 µM; AID 743397; actives 0.098% (n = 340,000); HEK cells, CFP/YFP FRET ICDI-IQ, plate reader, 10 min; percent FRET-ratio fall versus neutral wells;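 active = mean replicate inhibition of at least 30% and at least 1% of replicates passing that level; inconclusive = only one of the two criteria is met; inactive = neither criterion is met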;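 also: 0% = median of the neutral control wells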
Vif inh: HIV Vif self-association inhibitors, primary screen, imaging, HEK293T, single point; actives 0.35% (n = 340,000); HEK293T cells, Vif self-association by quenched fluorescence, 24 h; inhibition, % at 7.49 µM; in the data active = inhibition above about 50%, passing the limit was not always enough; inconclusive = no clear call, values can overlap the other calls; inactive = below about 31%; also: some results filed as inactive read as strong as hits
HIF-2a block: HIF-2a reporter inhibitors, primary screen, luminescence, 786-0 RCC cells; 786-0 RCC cells HIF-2a reporter, luciferase luminescence, overnight; inhibition, % at 18.8 µM; actives 0.72% (n = 360,000); AID 624352, 2012;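 active = inhibition of the luminescence signal of 40% or more relative to plate controls, in a single-dose primary screen at 18.75 µM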
NR2E3 ag-2: inhibitors of NR2E3-RetCOR corepressor binding, primary screen, NR2E3 agonist project, biochemical, TR-FRET, GST-NR2E3, biotin-RetCOR; 1536-well; actives 0.12% (n = 320,000); Photoreceptor-specific nuclear receptor (Homo sapiens), Q9Y5X4; inhibition of corepressor binding, % at 4.78 µM; AID 2300, 2010;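 active = percent inhibition above the cutoff of mean plus 3 SD of all tested compounds, set per screening campaign, cut at about 20% in these data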;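 also: 0% = DMSO wells and 100% = biotin wells as full block of FRET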
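Format: 1536-well format; test system: GST-NR2E3 and biotin-RetCOR proteins; read-out basis: percent inhibition of TR-FRET ratio; timing: 5 h incubation at 4 °C; detection: time-resolved FRET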
Peg3 prom inh: Peg3 promoter-driven luciferase inhibitors, primary screen, cell-based, HeLa, luciferase luminescence; inhibition, % at 20 µM; actives 1.7% (n = 360,000); AID 588405, 2011; HeLa PEG-Prom luciferase reporter, overnight;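 active = inhibition of at least 50% at 20 µM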
* hit, by the source's call; ? = inconclusive; . = no result given. Compounds were not picked by outcome; 3.5% or so of the library scored in one or more.

SMILES	iPSC survival up	aDG glyco act	PDI inh	Exocytosis inh	TRPM1 prom inh	NR2E3 ag-1	CaV13 FRET inh	Vif inh	HIF-2a block	NR2E3 ag-2	Peg3 prom inh
CSc1ccc(Cn2c(C)c(C(=O)NCc3ccc(C(C)C)cc3)sc2=O)cc1	0.0	0.0	-7	8	.	-27	11	-8	9	.	4
Cc1ccc(C(=O)C(=O)c2ccc(C)c(N)c2)cc1N	-0.5	-0.1	8	-2	-6	-26	-5	2	3	2	-12
Clc1nc(-c2ccccc2)cc(-c2ccc(Br)cc2)n1	1.0	0.5	-1	-1	10	3	-8	-6	-36	2	16
COc1ccccc1CC(=O)Nc1ccc(-c2noc(COc3ccc(Br)cc3)n2)cc1	2.7	0.7	-8	2	17	-15	-5	17	-3	-1	2
COc1ccc(C(CNCC(=O)Nc2ccccc2F)N(C)C)cc1 (configuration not stated)	-0.5	0.3	-7	0	5	-9	-15	-10	8	0	6
C=CCOCCN(C)C1=NS(=O)(=O)c2ccccc21	0.2	0.1	-1	-1	-5	17	10	6	9	-1	3
O=C(COC(=O)c1ccccc1O)Nc1ccc(OC(F)F)cc1	1.3	0.7	16	-1	-49	9	2	-8	-54	0	-95
O=C(NC(c1ccccc1)c1ccccc1)C1(c2cccs2)CCOCC1	2.4	0.5	-2	-8	9	-10	.	0	11	-2	24
Cc1cc(-c2onc3ccc(Cl)cc23)ccc1O	-0.4	-0.1	-4	1	-22	-31	-15	7	-171	2	-224
O=C(COC(=O)CCC(=O)c1ccc(F)cc1)Nc1ccc(F)cc1F	1.1	0.2	4	1	10	-56	-4	2	11	2	-6
O=C(Cn1c(=O)[nH]n(-c2ccccc2)c1=O)N1CCCc2ccccc21	1.7	0.0	-4	-1	3	17	-5	-3	15	4	10
CCOC(=O)c1c(NC(=O)CSc2nc3ccccc3s2)sc(C)c1C	-0.8	0.7	-9	14	-12	9	-5	8	0	0	11
COc1ccc(C(=O)NC2CC(C)(C)NC(C)(C)C2)cc1OC	-0.6	0.0	3	0	2	15	0	-2	16	3	30
Brc1c(C[n+]2ccccc2)nc2ccccn12	-0.1	0.0	9	-21	-30	-20	-16	-2	13	1	8
CCc1c(O)nc(SCC(=O)Nc2cc(C)on2)n(-c2ccccc2)c1=O	-0.1	-0.2	8	1	-5	-5	-7	-2	10	4	8
C=CCOC(=O)C1=C[C@@H](c2ccccc2)[C@H](CCCO)[C@@H](OCC)O1	-0.5	0.7	-9	-9	2	-26	-10	4	5	1	17
Cc1ccc(S(=O)(=O)N(C)CCCC(=O)NC(C)(C)CO)cc1	-0.2	-0.3	3	1	-12	-8	-3	1	5	0	5
O=C(NC(=S)Nc1ccc(NC(=O)c2cccs2)cc1)c1ccco1	0.2	-0.2	-6	-1	-10	-19	-7	0	-34	-4	-12
O=C(NCCc1ccc(C(F)(F)F)cc1)C1CC(=O)N(c2ccc3c(c2)OCCO3)C1 (configuration not stated)	-1.1	0.0	-2	2	-4	20	-3	7	2	0	22
O=c1c(Cc2ccc(Cl)cc2)c(O)ccn1Cc1cccc(Cl)c1	-0.8	0.4	-6	-1	-3	29	-4	2	9	3	16
CC(C)C[C@H](NC(=O)c1nc[nH]c1C(=O)NCC(=O)OC(C)(C)C)C(=O)OC(C)(C)C	-1.1	-0.5	3	1	-2	-35	-9	-2	0	2	5
CCc1ccccc1N=C1S/C(=C/c2ccccc2OCC(=O)N2CCOCC2)C(=O)N1C	-1.1	-0.2	-14	-3	0	-6	-4	1	0	0	44
CCOC(=O)N1CCN(C(=O)CSc2nnc(-c3cccc(Cl)c3)o2)CC1	8.8	-0.1	.	4	3	25	-5	3	11	5	-2
COc1ccccc1NC(=O)NC1CC(=O)N(c2ccc3c(c2)OCCO3)C1 (configuration not stated)	-0.4	-0.2	15	-2	4	22	-8	-13	9	0	0
COc1cc(/C=N/N=C2/NC(=O)C(CC(=O)O)S2)ccc1OCc1cccc(Cl)c1 (configuration not stated)	0.5	-0.1	-13	4	-5	-79	-5	1	-5	-4	-152
CCCCC(=O)N=c1sc2c(OC)ccc(OC)c2n1C	-0.5	0.0	0	-2	10	-11	-6	1	-10	3	9
CC[C@H](C)NC(=O)CCCCCn1c(=S)[nH]c2c([nH]c3ccc(OC)cc32)c1=O	1.1	-0.3	-9	-2	-2	-6	-7	5	13	5	3
Cc1ccc(NC(=O)CN2C(=O)COc3ccc(S(=O)(=O)N4CCOCC4)cc32)cc1F	-0.1	0.1	-1	3	5	-34	-5	-5	8	-2	4
O=C(/C=C/c1ccc(Br)o1)Nc1nccs1	-2.5	1.2	-1	-3	-54	-90	-5	3	-217	3	-235
Cc1cc(C)c2c(N)c(C(=O)NN3CC(=O)N(c4cccc(Cl)c4)CC3=O)sc2n1	0.0	0.1	-2	26	1	-11	-5	1	19	-3	10
CSc1cccc(CNC(=O)C2CCC(=O)N(CCCN3CCCC3=O)C2)c1 (configuration not stated)	0.3	-0.1	1	2	-9	-37	-6	5	-31	5	-25
O=C(CCCOc1ccc(Cl)cc1)Nc1cccc(C(=O)O)c1	-0.6	-0.3	-3	0	5	-16	-7	14	8	5	2
CCOC(=O)c1sc2nccc(N(C)C)c2c1N=CNOCc1ccccc1	-2.4	0.2	?	2	-2	-57	1	-11	-102	6	-73
COc1ccc(/C(N)=N/OC(=O)c2cccc([N+](=O)[O-])c2C)cc1	1.0	-0.2	-1	-4	-25	1	-7	-2	-150	-3	-75
Cc1ccc(N(CN2C(=O)c3ccccc3C2=O)C(=O)c2ccc([N+](=O)[O-])cc2[N+](=O)[O-])cc1	-5.1	-0.2	6	2	7	-10	-18	-4	14	-1	0
COc1cccc(CNC(=O)c2ccc(NC(=O)CC3SC(N4CCCC4)=NC3=O)cc2)c1 (configuration not stated)	-0.1	-0.3	4	7	7	16	-5	-8	2	1	21
CCCS(=O)(=O)NC(=O)C1(C)CCN(C(=O)c2ccccc2OC(F)(F)F)C1 (configuration not stated)	0.8	-0.1	12	3	.	14	-7	2	17	.	0
CCc1nc2ccc(C(=O)Nc3cc(-c4ccccc4)ccc3OC)cn2c1N(C=O)CCC(C)C	0.1	0.7	3	-6	.	-16	-6	7	5	.	6
CN(C)S(=O)(=O)c1ccc(Cl)c(C(=O)NNC(=O)Cn2ccc(C(F)(F)F)n2)c1	-0.3	-0.2	0	-3	-2	12	-15	14	10	.	-4
O=C(N/N=C/c1cccs1)c1ccc2ccccc2c1	1.1	-0.2	1	8	-27	-117	-6	1	-282	2	-138
CC(C)C[C@H](NC(=O)c1[nH]cnc1C(=O)N[C@@H](C)c1ccccc1)C(=O)OC(C)(C)C	-0.4	0.3	-4	-4	11	-34	-8	-4	22	1	23
CC(OC(=O)c1ccc(S(=O)(=O)NCc2ccco2)cc1)C(=O)Nc1ccc(Cl)cn1 (configuration not stated)	-0.6	0.2	3	-5	1	-12	-3	-6	23	1	0
CSc1nnc(NC(=O)C2CCCCC2)s1	-0.9	-0.1	11	3	-38	7	-8	3	-173	2	-160
CC(=O)c1nn(-c2ccc(Br)cc2)cc1C(=O)c1ccco1	-0.2	0.1	-6	0	-8	-13	-4	0	9	1	13
CCc1c(C(=O)Nc2ccc(C)c(C)c2)[nH]c(C)c1C(C)=O	-0.3	0.0	4	7	-71	-75	-15	-8	-222	-2	-222
CCN(Cc1ccccc1)C(=O)CN1C(=O)COc2ccc(S(=O)(=O)N3CCCCCC3)cc21	-0.5	-0.3	5	3	8	-39	-7	-1	13	0	-1
O=c1ccc(-c2ccc(S(=O)(=O)Nc3ccccc3Cl)o2)n[nH]1	0.4	-0.1	0	-8	-1	-5	-3	-3	7	-2	-4
Cc1csc(-c2cc(C(=O)NCc3cc(C(F)(F)F)cc(C(F)(F)F)c3)n[nH]2)c1	-4.2	0.4	2	-1	.	-18	-17	14	-6	.	15

Among those listed so far, these contain fluorine:
SMILES	iPSC survival up	aDG glyco act	PDI inh	Exocytosis inh	TRPM1 prom inh	NR2E3 ag-1	CaV13 FRET inh	Vif inh	HIF-2a block	NR2E3 ag-2	Peg3 prom inh
COc1ccc(C(CNCC(=O)Nc2ccccc2F)N(C)C)cc1 (configuration not stated)	-0.5	0.3	-7	0	5	-9	-15	-10	8	0	6
O=C(COC(=O)c1ccccc1O)Nc1ccc(OC(F)F)cc1	1.3	0.7	16	-1	-49	9	2	-8	-54	0	-95
O=C(COC(=O)CCC(=O)c1ccc(F)cc1)Nc1ccc(F)cc1F	1.1	0.2	4	1	10	-56	-4	2	11	2	-6
O=C(NCCc1ccc(C(F)(F)F)cc1)C1CC(=O)N(c2ccc3c(c2)OCCO3)C1 (configuration not stated)	-1.1	0.0	-2	2	-4	20	-3	7	2	0	22
Cc1ccc(NC(=O)CN2C(=O)COc3ccc(S(=O)(=O)N4CCOCC4)cc32)cc1F	-0.1	0.1	-1	3	5	-34	-5	-5	8	-2	4
CCCS(=O)(=O)NC(=O)C1(C)CCN(C(=O)c2ccccc2OC(F)(F)F)C1 (configuration not stated)	0.8	-0.1	12	3	.	14	-7	2	17	.	0
CN(C)S(=O)(=O)c1ccc(Cl)c(C(=O)NNC(=O)Cn2ccc(C(F)(F)F)n2)c1	-0.3	-0.2	0	-3	-2	12	-15	14	10	.	-4
Cc1csc(-c2cc(C(=O)NCc3cc(C(F)(F)F)cc(C(F)(F)F)c3)n[nH]2)c1	-4.2	0.4	2	-1	.	-18	-17	14	-6	.	15

Screening results: PubChem, several laboratories
